Screens: PubChem, The Scripps Research Institute Molecular Screening Center
TCR CD3 inh: inhibitors of human TCR-CD3 interaction, primary screen, biochemical, fluorescence, TAMRA-labeled TCR probe | T-cell receptor (TCR) | inhibition, % at 9.4 µM | 360,000 tested, 0.37% active; in the data active means inhibition above about 19%;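 further: recombinant mutant TCR 2C K166C tagged with TAMRA read by polarization; 0% = receptor in buffer alone and 100% = receptor with positive control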
UHRF1 binding: UHRF1 methylated DNA binding inhibitors, primary screen, counter-screen for MBD2 inhibitor project, biochemical, TR-FRET, human UHRF1, single concentration. 370,000 tested, 0.75% active. E3 ubiquitin-protein ligase UHRF1 (Homo sapiens), Q96T88. UHRF1 binding to methylated oligo. inhibition, % at 4.4 µM; in the data active means inhibition above about 21%;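 further: UHRF1 SRA domain binding a hemimethylated CpG hairpin DNA probe; 0% = median of test compound wells and 100% = reference inhibitor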
Tn6 DDE FP: inhibitors of Tn6 peptide binding to fibrin DD(E), primary screen, biochemical, fluorescence polarization, human fibrin, Tn6 probe. Fibrinogen beta chain (Homo sapiens), P02675. Fibrin DD(E) TRITC-Tn6 fluorescence polarization displacement. inhibition, % at 8.3 µM. 370,000 tested, 0.21% active;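 active means inhibition above a per-campaign cutoff: mean of compounds within control limits plus 3 SD, cut at about 15% in these data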;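 further: 0% = median of all compound wells on the plate and 100% = blocking peptide control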
Target sequence (P02675 whole entry, looked up): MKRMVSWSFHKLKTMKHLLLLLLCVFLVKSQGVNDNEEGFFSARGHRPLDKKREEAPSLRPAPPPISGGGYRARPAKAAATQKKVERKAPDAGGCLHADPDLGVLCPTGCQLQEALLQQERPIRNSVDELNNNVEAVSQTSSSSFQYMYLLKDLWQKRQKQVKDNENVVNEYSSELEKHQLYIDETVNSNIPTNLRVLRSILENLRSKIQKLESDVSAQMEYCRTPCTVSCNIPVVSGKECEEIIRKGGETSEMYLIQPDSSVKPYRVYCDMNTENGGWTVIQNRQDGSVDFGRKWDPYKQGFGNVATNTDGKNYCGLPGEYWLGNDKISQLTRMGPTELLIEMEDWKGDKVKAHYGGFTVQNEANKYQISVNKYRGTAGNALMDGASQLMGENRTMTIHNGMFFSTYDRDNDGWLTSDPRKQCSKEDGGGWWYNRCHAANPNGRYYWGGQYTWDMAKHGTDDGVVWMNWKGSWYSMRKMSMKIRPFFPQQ
PRMT1 FP inh: PRMT1 methyltransferase inhibitors, primary screen, biochemical, fluorescence polarization; Protein arginine N-methyltransferase 1 (Homo sapiens), Q99873; recombinant PRMT1, activity-based probe fluorescence polarization; 370,000 tested, 1.3% active; inhibition, % at 2.79 µM;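 active means inhibition above about 21% made by adding two undisclosed values, limit read from the data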
proKLK7 act: proKLK7 zymogen activators, primary screen, biochemical, fluorescence intensity | purified proKLK7, EDANS-DABCYL substrate fluorescence; 100% is mature enzyme control, 0% vehicle | activation, % at 7 µM | 370,000 tested, 0.9% active;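 active means activation above the mean of all tested compounds plus 3 SD, computed per campaign excluding outliers beyond control limits, cut at about 13% in these data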
Target sequence (P49862 whole entry, looked up): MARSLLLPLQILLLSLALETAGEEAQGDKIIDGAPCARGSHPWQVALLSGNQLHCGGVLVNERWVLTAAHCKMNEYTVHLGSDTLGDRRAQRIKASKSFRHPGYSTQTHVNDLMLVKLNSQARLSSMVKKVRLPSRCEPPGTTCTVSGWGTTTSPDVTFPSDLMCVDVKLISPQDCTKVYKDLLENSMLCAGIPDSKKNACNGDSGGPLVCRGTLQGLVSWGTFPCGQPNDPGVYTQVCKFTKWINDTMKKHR
SIAE primary: human SIAE inhibitors, primary screen, biochemical, fluorescence polarization, FP-Rh probe, 1536-well HTS. Sialate O-acetylesterase (Homo sapiens), Q9HAT2. SIAE FP-Rh probe binding. inhibition, % at 9.66 µM. 370,000 tested, 0.69% active;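 active means inhibition above a cutoff: mean of compounds within the control limits plus 3 SD of those, cut at about 17% in these data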;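 further: 0% = plate median of compound wells and 100% = probe without SIAE protein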
LEDGF integ inh: blockers of LEDGF/p75-dependent integrase strand transfer – biochemical, TR-FRET, high throughput, primary screen; inhibition, % at 3.7 µM; HIV-1 integrase (with human LEDGF/p75); 370,000 tested, 0.64% active; AID 743269, 2014; TR-FRET IN-LEDGF/p75 DNA integration, Eu/Cy5;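 active means inhibition above the screen-wide mean plus 3 SD, cut at about 13% in these data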;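 further: signal is the Cy5 over europium emission ratio at 671 and 618 nm; 0% = plate median of compound wells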
TDP2 absorb: human TDP2 enzyme inhibitors, primary screen, biochemical, epi absorbance, recombinant enzyme; Tyrosyl-DNA phosphodiesterase 2 (Homo sapiens), O95551; 370,000 tested, 0.34% active; inhibition, % at 12.8 µM; AID 720702, 2013; T5PNP hydrolysis, p-nitrophenol absorbance 415 nm;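 active means inhibition above the mean of all tested compounds plus 3 SD, set per campaign, cut at about 25% in these data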;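 further: 0% = DMSO with enzyme and 100% = buffer with substrate but no TDP2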
Target sequence (O95551 whole entry, looked up): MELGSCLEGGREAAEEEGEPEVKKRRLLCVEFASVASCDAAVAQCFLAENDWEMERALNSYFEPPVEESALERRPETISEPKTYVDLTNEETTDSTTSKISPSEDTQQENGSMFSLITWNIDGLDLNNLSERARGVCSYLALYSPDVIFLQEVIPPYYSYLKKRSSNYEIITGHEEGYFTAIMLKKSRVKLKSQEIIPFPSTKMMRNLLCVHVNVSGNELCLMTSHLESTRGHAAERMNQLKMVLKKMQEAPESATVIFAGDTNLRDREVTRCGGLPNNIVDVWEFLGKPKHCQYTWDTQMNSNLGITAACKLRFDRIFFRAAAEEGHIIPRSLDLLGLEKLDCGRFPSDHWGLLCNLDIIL
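System – recombinant human TDP2 · Quantity – TDP2 enzyme at 120 nM final · Doses – single concentration, 12.8 µM nominal, with 1% DMSO · Incubation – 2 h at 37 °C · Measured by – epi absorbance of p-nitrophenol freed from T5PNP by hydrolysis · Read-out – % inhibition relative to enzyme-containing and enzyme-free wells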
DDE Tn7 FP inh: inhibitors of Tn7 peptide binding to fibrin DD(E), primary screen, biochemical, fluorescence polarization, human fibrin, Tn7 probe; Fibrinogen beta chain (Homo sapiens), P02675; FP displacement of FITC-Tn7 peptide from fibrin DD(E); 0% = median of compound wells per plate; inhibition, % at 8.3 µM; 370,000 tested, 0.13% active; AID 720508, 2013;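 active means inhibition above the mean of compounds falling within the control limits plus 3 SD of them, cut at about 14% in these data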;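 further: 0% = plate median of compound wells and 100% = 10 µM Aha-Tn7 peptide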
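Assay system: Human fibrin DD(E) protein | Medium: Tris buffer with calcium and detergent, pH 7.8 | Reagent: 0.1 µM fluorescent Tn7 | Compound dosing: Single point at 8.3 µM | Times: 10 min preincubation, 3 h with tracer, room temperature | Detection: Fluorescence polarization of the labelled Tn7 tracer | Controls: Aha-Tn7 high control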
MBD2 DNA inh: inhibitors of MBD2 binding to methylated DNA, primary screen, biochemical, TR-FRET, DNA-binding domain, human; Methyl-CpG-binding domain protein 2 (Homo sapiens), Q9UBB5; MBD2 binding to methylated oligonucleotide; inhibition, % at 4.4 µM; 370,000 tested, 0.31% active; in the data active means inhibition above about 13%
* hit, by the source's call; . = no result given.

Compound	TCR CD3 inh	UHRF1 binding	Tn6 DDE FP	PRMT1 FP inh	proKLK7 act	SIAE primary	LEDGF integ inh	TDP2 absorb	DDE Tn7 FP inh	MBD2 DNA inh
O=C(CN1C(=O)NC2(CCCC2)C1=O)OCc1ccc(Br)cc1	3.6	3.2	0.6	-5.4	0.2	-14.4	2.4	-15.7	-4.1	4.1
CN(C)c1ccc(CN(C(=O)c2cccs2)C2CCS(=O)(=O)C2)cc1 (stereo unspecified)	-1.7	-3.6	0.5	-4.7	0.3	8.9	5.9	-15.3	9.0	-6.8
NC(=O)C1(N2CCCCC2)CCN(C(=O)c2ccc(-n3cnnn3)cc2)CC1	2.4	-1.2	13.3	0.7	0.3	-1.5	1.2	4.4	-0.8	2.6
N#CC(C(=O)NCCc1ccccc1)c1nc2ccccc2nc1N1CCCCC1 (stereo unspecified)	3.5	-2.2	-3.5	0.3	-0.2	11.2	-3.4	6.0	-4.5	-1.7
O=C(Cn1cnc2ccccc2c1=O)c1ccc2ccccc2c1	4.3	-1.8	11.3	-1.1	1.4	-5.5	-2.3	2.0	-4.0	-3.4
CC(C)C[C@H]1COc2cccc(N3CCOCC3)c2S(=O)(=O)N1	0.2	0.5	-1.3	-1.1	-0.2	3.8	-5.8	12.5	3.4	3.7
COc1cc(OC)nc(NC(=O)NS(=O)(=O)c2ccccc2Cl)n1	1.4	1.6	-3.3	-4.0	1.0	1.9	-1.1	-7.0	-10.7	-1.7
N#C[C@H](N)[C@H]1O[C@@H](n2ccc(=O)[nH]c2=O)[C@H](O)[C@@H]1O	6.0	-9.7	-10.7	14.5	1.4	-0.2	12.1	-2.8	-3.5	-3.4
C=CCn1c(SCC(=O)c2ccc(CNC(C)=O)o2)nc2ccccc2c1=O	7.4	1.6	-7.0	2.8	-0.3	7.4	8.6	-0.3	-4.1	-3.1
CC1(C)NS(=O)(=O)Oc2ccccc21	-0.5	-8.8	0.9	-0.3	0.2	10.6	-5.2	9.3	2.2	3.1
COC(=O)C1=C(C)N(c2ccc(OC)c(OC)c2)C(=O)C1	3.2	-0.7	3.2	0.7	0.4	6.1	2.1	5.6	-5.7	0.2
c1ccc(CNc2c(C3CCNCC3)nc3scc(-c4ccccc4)n23)cc1	-6.8	-1.6	9.1	4.6	-0.3	3.0	-3.6	-1.5	-2.4	1.3
Cc1nc(S/C(C(=O)O)=C2/C(=O)Nc3ccccc32)n[nH]1	17.1	-4.0	-1.7	3.2	-0.2	2.1	3.1	-6.5	-5.8	-11.3
CN1C(=O)c2oc3ccccc3c(=O)c2C1c1ccccn1 (stereo unspecified)	1.4	-2.9	11.4	1.3	0.1	-1.4	1.3	7.8	9.4	2.9
Cn1cc(C(=O)NC2CCCCCCC2)c(=O)c2cc(S(=O)(=O)N3CCCC3)ccc21	-6.5	5.0	0.7	-0.5	0.1	-2.0	0.7	-10.7	-0.2	0.8
C[C@@H]1CN(Cc2nc(Cc3ccccc3F)no2)C[C@H](C)O1	1.6	0.5	-0.1	-1.0	0.0	3.0	-0.2	4.4	2.0	-5.6
Cc1c(C(=O)NCCC2=CCCCC2)oc2ccc(S(=O)(=O)N3CCOCC3)cc12	-4.6	3.5	-6.4	1.2	0.5	0.4	-1.0	-7.0	-0.9	0.4
CC(=O)N1c2ccc(S(=O)(=O)NCC3CCC(C(=O)Nc4ncccc4C)CC3)cc2CC1C (stereo unspecified)	8.3	1.8	1.2	-0.3	-0.3	2.4	-1.0	-6.3	2.9	-1.9
O=C(N1CCOCC1)N1c2ccccc2CC(N2CCOCC2)c2ccccc21 (stereo unspecified)	0.5	-2.4	2.8	-2.5	-0.5	-0.5	-2.9	0.6	3.8	0.2
Cc1cc(C)n(-c2ccc(C(=O)OCC(=O)Nc3ccc([N+](=O)[O-])cc3)cc2)n1	-5.5	3.4	5.5	-0.9	0.4	14.3	1.9	-14.6	0.3	7.5

Compound	TCR CD3 inh	UHRF1 binding	Tn6 DDE FP	PRMT1 FP inh	proKLK7 act	SIAE primary	LEDGF integ inh	TDP2 absorb	DDE Tn7 FP inh	MBD2 DNA inh
CCOC(=O)C1CCN(C(=O)C(C)(C)NC(=O)Nc2ccc(F)c(F)c2)CC1	.	2.6	-2.1	-1.4	.	0.7	3.2	-5.0	1.1	-0.5
CC(=O)Nc1sc2c(c1CN1CCN(C)CC1)CCCC2	-3.0	-3.2	2.8	-1.7	-0.3	7.2	0.3	5.8	-4.6	-1.6
[O-]C1=N/[N+](=C/c2ccccc2Cl)CC1	-6.8	-2.0	-7.0	19.0	0.3	1.2	1.2	-19.2	-3.4	-1.1
COc1ccc(OC)c(S(=O)(=O)NC(=O)C2(C)CCN2C(=O)C2(c3ccc(Cl)cc3)CC2)c1 (stereo unspecified)	-2.5	0.5	-0.5	7.5	-0.2	-0.4	-6.5	-0.1	-0.9	-1.0
CCCn1c(N)c(Br)c(=O)[nH]c1=O	3.2	0.9	4.8	-0.2	0.0	6.9	-2.1	5.3	9.3	4.0
COCCNC(=O)c1cccc(OC2CCN(Cc3ccc(F)cc3OC)CC2)c1	0.7	-1.3	-3.7	-0.1	-1.3	-0.1	0.6	1.3	7.5	-3.8
CCOc1ccccc1C(=O)Nc1ccc2nc(C)[nH]c(=O)c2c1	.	2.5	-3.2	-8.2	0.7	-1.4	3.2	-7.3	-5.0	-6.4
COc1ccc(CCN=C(N)NS(=O)(=O)c2cc(F)ccc2F)cc1	5.8	-1.5	4.9	-3.8	-0.6	10.3	1.6	5.0	7.5	-6.5
Cc1cc(CNC(=O)COc2c(F)c(F)cc(F)c2F)c2ccccc2n1	-2.1	-2.9	6.3	-1.1	0.2	11.5	0.1	11.2	8.2	2.3
O=C(Nc1nc(-c2ccc(Cl)cc2Cl)cs1)c1ccc(OCC2CCCO2)cc1 (stereo unspecified)	8.1	-1.4	7.5	-2.6	0.2	-13.8	5.8	3.8	0.2	-2.4
COc1ccc(S(=O)(=O)N(CC(=O)NCc2ccco2)c2ccc(C)cc2)cc1OC	-1.2	1.4	2.3	-4.2	-0.5	3.9	7.0	-4.6	-1.9	0.9
CCc1ccccc1NC(=O)CN(C)Cc1nc(N)nc(Nc2ccccc2C)n1	4.8	-1.3	12.1	-0.7	-0.5	-2.7	-3.7	-5.5	-4.8	-4.7
O=S(=O)(c1cccc(-c2csc(N/N=C/c3ccco3)n2)c1)N1CCOCC1	-9.5	-3.8	-8.8	1.6	-0.6	12.7	3.4	-0.4	0.5	1.2
COC(=O)N/N=C/c1ccccc1OCc1ccccc1	2.2	-5.4	-7.1	-3.8	-0.3	5.1	4.4	-4.6	3.7	-7.5
O=C(COc1ccccc1Cl)NCCCNC(=O)c1cccnc1	-2.2	3.1	-8.7	-0.7	-0.3	-1.4	-2.9	-12.3	1.0	0.7
CN1CCN(S(=O)(=O)c2ccccc2)CC1	-4.2	-3.9	2.7	-4.0	-0.6	-3.7	1.8	-11.0	0.6	-1.5
Cc1cccc(C)c1NC(=O)COC(=O)CNC(=O)C1CCCCC1	-7.2	3.3	-8.0	-2.5	-0.7	-5.4	-3.0	-19.6	-10.7	-0.3
O=C(NCCc1ccccc1)C1CC(=O)N(C2CCCCC2)C1 (stereo unspecified)	-1.6	2.5	0.9	0.0	1.0	7.8	1.4	-11.6	3.3	0.3
Cc1nc(NC(=O)C2CC2)sc1C(=O)Nc1cccc(Cl)c1	0.4	-0.1	0.7	-4.0	0.5	-1.8	-1.1	10.1	1.2	-3.4
C=CCn1nc(C(=O)OCC)cc1-c1sc(NC(=O)c2ccccc2)nc1C	-0.5	-1.9	0.2	0.0	0.7	-4.0	-0.3	-0.4	-0.9	-0.5

Part of the list above in a different format.
Below each compound: TCR CD3 inh, UHRF1 binding, Tn6 DDE FP, PRMT1 FP inh, proKLK7 act, SIAE primary, LEDGF integ inh, TDP2 absorb, DDE Tn7 FP inh, MBD2 DNA inh
- CC(=O)Nc1sc2c(c1CN1CCN(C)CC1)CCCC2
  -3.0, -3.2, 2.8, -1.7, -0.3, 7.2, 0.3, 5.8, -4.6, -1.6
- [O-]C1=N/[N+](=C/c2ccccc2Cl)CC1
  -6.8, -2.0, -7.0, 19.0, 0.3, 1.2, 1.2, -19.2, -3.4, -1.1

Next compounds.
Compound	TCR CD3 inh	UHRF1 binding	Tn6 DDE FP	PRMT1 FP inh	proKLK7 act	SIAE primary	LEDGF integ inh	TDP2 absorb	DDE Tn7 FP inh	MBD2 DNA inh
COc1cccc(-c2cc(C(F)(F)F)nc(-n3cncn3)n2)c1	-1.7	2.4	-5.5	4.1	0.6	-3.8	-3.2	10.2	-0.1	-0.9
Cc1cccc(C)c1-n1nnnc1SCSc1nnnn1-c1c(C)cccc1C	8.1	-1.7	-0.8	-2.8	-0.3	-2.4	2.1	3.0	1.0	-4.6
COc1ccc(Nc2ccc([N+](=O)[O-])c3nonc23)c(OC)c1	0.4	-2.0	0.7	-0.4	0.1	2.1	0.2	-7.9	7.2	-9.4
O=C(O)C1CC=CCC1C(=O)Nc1cccc(F)c1 (stereo unspecified)	3.3	-0.8	2.6	2.4	0.1	0.0	0.8	3.4	0.4	-1.2
C#CC(C)OC(=O)Nc1cnccc1C(F)(F)F (stereo unspecified)	1.7	1.6	-0.4	-2.7	0.0	1.4	-1.1	-10.8	3.2	-3.0
C#CCOCCOCCOCCNc1nc(N2CCN(C(=O)[C@H](C(C)C)n3cc(CCO)nn3)CC2)nc(N2CCN(C(=O)[C@H](C(C)C)n3cc(CCO)nn3)CC2)n1	-15.0	7.6	7.8	-1.5	0.3	4.8	1.0	0.2	1.2	11.0
O=C(CCNC(=O)OCc1ccccc1)NC1CCCCC1	2.0	-1.3	8.4	-0.9	0.2	-2.6	-4.5	9.9	2.9	-0.6
COC(=O)[C@@]12CCCCC=C1N(CCc1ccc(Cl)cc1)C(=O)[C@H]2CC(=O)NCCc1ccccc1OC	.	-0.4	-2.5	1.7	0.2	-5.1	-1.1	4.1	7.8	4.9
COc1ccc2[nH]c3c(c2c1)CCN[C@]31C(=O)N(c2ccccc2)c2ccccc21	.	-1.4	2.5	-4.0	0.0	0.3	-1.6	-0.8	9.5	-2.6
CCOC(=O)C1CCN(S(=O)(=O)NC[C@H]2O[C@@H](n3cnc4c(N)ncnc43)[C@H](O)[C@@H]2O)C1 (stereo partly specified)	-8.2	0.7	-2.1	3.3	-0.6	-0.9	-4.3	2.1	-2.7	3.0
